Assay outcomes as filed in PubChem.
MEKK2wt PB1 HTS: raises or lowers MEK5 binding to wildtype human MEKK2 PB1 domain; 290,000 tested, 1.1% active; AID 1531; binding response (% of control), % at 10 µM; bead flow cytometry, Alexa488-MEK5 binding to MEKK2 WT; actives lie on both sides; in the data active means binding response below about 67% or above about 130%
NALP1 yeast inh: blocks the NALP1 inflammasome reconstituted in yeast; inhibition, % at 10 µM; 280,000 tested, 0.61% active; S. cerevisiae NALP1/ASC/caspase-1 growth, X-gal OD620, 72 h; AID 2071; in the data active means inhibition mostly above about 24%, no sharp cut-off; inactive means mostly below about 32%; further: some compounds called inactive have numbers as strong as hits
IDE cell inh: cellular human IDE inhibition; 320,000 tested, 0.41% active; P14735; HEK cells, FAbetaB cleavage, fluorescence polarization; inhibition, % at 5.59 µM;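 active means percent inhibition above the average of all tested compounds plus 3 SD, set per screening campaign, cut at about 16% in these data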;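 further: IDE supplied by intact live HEK cells; FP after avidin binding of uncleaved biotin substrate so inhibition keeps polarization high; 0% = DMSO wells and 100% = 60 µM reference IDE inhibitor Ii1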
Target sequence (P14735 whole entry, looked up): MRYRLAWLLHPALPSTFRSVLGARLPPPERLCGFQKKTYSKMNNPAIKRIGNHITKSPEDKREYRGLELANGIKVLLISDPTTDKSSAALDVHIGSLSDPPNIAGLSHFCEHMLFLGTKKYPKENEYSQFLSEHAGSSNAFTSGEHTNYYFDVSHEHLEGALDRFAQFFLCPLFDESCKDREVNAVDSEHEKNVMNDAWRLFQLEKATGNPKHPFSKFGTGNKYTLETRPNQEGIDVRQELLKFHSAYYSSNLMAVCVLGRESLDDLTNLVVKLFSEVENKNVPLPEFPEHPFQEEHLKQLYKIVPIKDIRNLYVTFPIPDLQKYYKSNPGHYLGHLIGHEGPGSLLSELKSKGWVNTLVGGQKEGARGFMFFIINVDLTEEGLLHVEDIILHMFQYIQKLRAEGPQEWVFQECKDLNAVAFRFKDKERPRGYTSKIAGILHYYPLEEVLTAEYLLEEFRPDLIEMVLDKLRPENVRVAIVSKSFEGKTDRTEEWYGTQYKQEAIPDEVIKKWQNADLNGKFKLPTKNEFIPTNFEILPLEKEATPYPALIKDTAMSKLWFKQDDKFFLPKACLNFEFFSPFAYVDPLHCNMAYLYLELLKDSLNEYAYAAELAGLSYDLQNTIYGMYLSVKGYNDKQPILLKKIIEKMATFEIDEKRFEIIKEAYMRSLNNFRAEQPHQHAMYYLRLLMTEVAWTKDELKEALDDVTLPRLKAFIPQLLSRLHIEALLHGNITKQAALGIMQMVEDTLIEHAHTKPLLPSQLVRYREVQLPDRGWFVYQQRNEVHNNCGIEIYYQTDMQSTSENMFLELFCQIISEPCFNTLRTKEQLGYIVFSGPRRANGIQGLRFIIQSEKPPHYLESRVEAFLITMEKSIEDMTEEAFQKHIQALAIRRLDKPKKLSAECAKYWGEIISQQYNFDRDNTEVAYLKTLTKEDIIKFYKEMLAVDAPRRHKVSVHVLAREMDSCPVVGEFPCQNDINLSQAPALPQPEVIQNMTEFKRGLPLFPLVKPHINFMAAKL
MEKK2mut PB1 HTS: signal of MEK5 binding to mutant human MEKK2 PB1 domain; bead flow cytometry, Alexa488-MEK5 binding to MEKK2 mutant; percent response, % at 10 µM; 290,000 tested, 0.35% active; in the data active means percent response above about 24%, passing the limit was not always enough; further: inactives centre near 1; some results filed as inactive read as strong as hits; reference of the scale not given here
PfM18AAP inh: blocks P. falciparum M18 aspartyl aminopeptidase; recombinant PfM18AAP, H-Glu-NHMec fluorogenic cleavage; inhibition, % at 7.35 µM; 290,000 tested, 1.2% active;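 active means inhibition above the campaign mean inhibition over all tested compounds plus 3 SD, cut at about 28% in these data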;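 further: 0% = plate median of test compound wells and 100% = 2 mM ZnCl2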
MEKK3 PB1 HTS: modulators (inhibitors or enhancers) of MEK5 binding to human MEKK3 PB1 domain | binding response (% of control), % at 10 µM | Q99759 | 290,000 tested, 1.4% active | bead-based flow cytometry, Alexa488-MEK5 binding to MEKK3; actives lie on both sides; 0 = blocked by unlabeled MEK5, 100 = vehicle;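 active means binding response more than 3 SD above or below the average of its plate-row segment, actives on both sides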;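 further: Alexa488 bead fluorescence after subtracting the streptavidin-only scavenger bead signal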
IDE cell activ: IDE (human) activation, cell-based | P14735 | HEK cells, FAbeta-B cleavage, fluorescence polarization; 0% vehicle, 100% cell-free pure enzyme wells | activation, % at 5.96 µM | 340,000 tested, 0.073% active | AID 493087;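 active means activation above the mean of all tested compounds plus 3 SD, set per screening campaign, cut at about 17% in these data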
UBC9 SUMO inh: blocks human SUMOylation mediated by UBC9; 290,000 tested, 0.36% active; HTRF SUMOylation assay, SAE1/SAE2 + UBC9, in vitro; inhibition, % at 35 µM; in the data active means inhibition above about 50%, passing the limit was not always enough; further: strong numbers were not always called active
p-CIP stab down: p/CIP protein destabilization; Q05BA5; F442A p/CIP-EGFP cells, EGFP fluorescence, 16 h; decrease of EGFP signal, % at 10 µM; 290,000 tested, 0.01% active;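 active means EGFP signal decrease of at least 30% at 10 µM or well 3 SD below plate mean, unless failing retest; inactive means the rest, including hits failing retest or dose response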; further: some compounds called inactive have numbers as strong as hits; many of its hits are not listed in these tables
Active calls of the source: *; x = no result given. This is a subset; count on the stated rates, not on these rows.

SMILES	MEKK2wt PB1 HTS	NALP1 yeast inh	IDE cell inh	MEKK2mut PB1 HTS	PfM18AAP inh	MEKK3 PB1 HTS	IDE cell activ	UBC9 SUMO inh	p-CIP stab down
Cc1ccc(C(=O)Nc2nnc(CC(=O)N/N=C/c3ccncc3)s2)cc1	97	-5	-1	4	5	98	-2	-2	20
Cc1c(NS(=O)(=O)c2cccs2)c(=O)n(-c2ccccc2)n1C	x	-8	6	x	-1	x	2	-10	0
CCOC(=O)c1[nH]c(C)c(C(=O)N(CC)CC)c1C	101	-7	-1	4	-2	104	4	-5	-9
Cc1cc(OCC(=O)Nc2ccc(S(=O)(=O)NC3=NCCCCC3)cc2)c(C(C)C)cc1Cl	106	2	-1	3	3	105	3	-25	-8
CCc1c(C)nc2cc(-c3ccc(OC)c(OC)c3)nn2c1N1CCC(C)CC1	103	-12	5	3	5	98	3	-22	-21
O=S(=O)(Nc1ncccn1)c1ccc(NC(=S)NCc2cccnc2)cc1	90	3	3	-4	-1	92	1	8	-6
O=C(O)c1cc2c(cc1NC(=O)c1ccccc1OC(F)F)OCCCO2	97	26	1	-6	-15	99	5	13	-18
CCCCOc1ncnc2c1[nH]c1ccc(OCC)cc12	112	31	6	5	-1	101	-3	32	-4
O=C(CCO)c1ccc(O)cc1	98	-12	-1	-1	56*	101	3	50	3
O=c1ccc(-c2ccc(S(=O)(=O)Nc3ccc(F)cc3)o2)n[nH]1	98	10	4	-1	-7	99	-3	17	4
O=C(Cc1ccc(O)cc1)NC1CCCCCC1	100	4	-4	-5	-5	99	4	16	-4
COC(=O)c1[nH]c2ccc(C)cc2c1NC(=O)CN1CCCc2ccccc21	-9.0*	6	3	15	5	92	0	24	-7
Cc1ccc(C(=O)N2CCNC(=O)C2CC(=O)Nc2ccccc2)cc1 (stereo not given)	109	-6	0	4	-1	103	2	-7	-1
c1ccc(Cc2ccc(OCCn3ccnc3)cc2)cc1	108	17	x	1	-10	102	3	20	-6
CCOC(=O)C1(CCCc2ccccc2)CCN(C(=O)CCN2CCCCC2=O)CC1	91	0	4	-8	2	100	4	-13	-14
CN1C(C(=O)NCC2CC2)CC2Cn3c(nc4cc5ccccc5cc43)C21 (stereo not given)	99	x	-1	-2	x	100	-3	-3	2
CCC1CN(C)C2Cc3c([nH]c4ccccc34)C(=O)CC1C2C(=O)OC (stereo not given)	83	x	-4	5	-1	87	3	20	5
O=C(NC1CCS(=O)(=O)C1)c1ccc(S(=O)(=O)N2CCCC2)cc1 (stereo not given)	98	12	-4	-2	-8	99	10	8	1
Cc1nc(-c2ccc(NC(=O)c3ccco3)cc2)cs1	106	5	-1	1	11	100	2	-4	5
O=C(CCn1c(=O)sc2ccccc21)Nc1cccnc1	101	16	1	7	3	89	-1	-2	-2
O=C(CCc1ccc(S(=O)(=O)NCc2ccccc2)cc1)N1CCN(Cc2ccc3c(c2)OCO3)CC1	104	16	0	6	-8	104	5	11	-8
N/C(COc1ncn(-c2ccccc2)n1)=N\S(=O)(=O)c1ccc(Cl)cc1Cl	107	14	4	8	-4	105	-5	15	3
CC(C)CN1CC(=O)N2C(c3ccccc3)c3[nH]c4ccccc4c3C[C@H]2C1=O (stereo not given in full)	96	6	2	-1	-2	101	-7	-12	0
COc1cc2c(cc1OC)CN(C(=O)c1ccc(OC)c(S(=O)(=O)N3CCOCC3)c1)CC2	112	-3	4	13	1	108	1	-6	-5
CCOC(=O)N1CCN(C(=O)CS(=O)(=O)Cc2nc(-c3ccccc3C)oc2C)CC1	114	-2	-1	12	0	109	4	0	0
O=C(NCc1cn(-c2ccccc2)nc1-c1ccccc1)c1ccc([N+](=O)[O-])cc1	122	25	-1	2	1	131*	2	4	-10
O=C(CN1c2ccccc2Sc2ccccc21)N/N=C/c1ccc(Cl)cc1	93	x	4	-23	-1	93	x	-16	-12
CCCc1cc(=O)oc2c3c(cc(OCC(=O)N4CCC[C@H]4C(=O)O)c12)OC(C)(C)CC3	99	8	-3	0	4	100	1	43	-1
Cn1c(N/N=C/c2cc3ccccc3nc2Cl)nc2ccccc21	100	21	-1	6	24	107	-8	5	4
COc1cc(C(=O)NCCN2C(=O)S/C(=C\c3ccc(F)cc3)C2=O)ccc1OCC(=O)N1CCOCC1	107	4	4	4	7	100	x	2	-1
O=S(=O)(NCc1ccc(Cl)cc1Cl)c1ccc(N2CCOCC2)nc1	100	4	1	0	1	104	10	7	3
c1ccc(COc2ccc(OCCCCN3CCCCC3)cc2)cc1	122	0	0	7	4	108	-1	-1	5
COc1ccc(C(CCN(Cc2ccc(OC)c(OC)c2)C(=O)CCl)c2ccccc2)cc1 (stereo not given)	112	44	2	12	4	108	1	-2	-6
Cc1ccc(C)c(Cn2cnc3c(cnn3C(C)(C)C)c2=O)c1	104	-3	1	12	4	105	3	-2	-10
NS(=O)(=O)c1ccc(CNC(=O)NC23CC4CC(CC(C4)C2)C3)cc1	109	12	3	5	-9	107	-1	-14	1
COCCNC(=O)CN(C(=O)CCC(=O)Nc1nccs1)c1ccc2c(c1)OCO2	102	9	-5	4	-5	102	8	4	-7
Cc1ccc(CNS(=O)(=O)NCc2ccccc2F)cc1	90	10	-4	-10	6	105	3	-4	5
CCc1nc2sc3c(Cl)ncnc3c2c2c1CCCC2	101	10	2	-2	3	103	x	3	-70
Cc1ccc(Cn2c(C(CO)Nc3nc(-c4ccc(Cl)c([N+](=O)[O-])c4)cs3)nc3ccccc32)cc1 (stereo not given)	97	x	4	1	x	103	3	x	x
O=C(O)CSCC(=O)Nc1ccc(C2CCCCC2)cc1	95	x	3	0	4	97	0	-2	2
O=C1c2cc(S(=O)(=O)NCCO)ccc2-c2ccc(S(=O)(=O)NCCO)cc21	103	-11	-3	-3	-3	102	1	-2	-2
CCc1ccccc1NC(=S)NCc1ccc2c(c1)OCO2	94	19	1	-5	2	88	-2	-3	-7
COc1ccccc1-c1noc(-c2ccccc2C(=O)NCc2ccco2)n1	106	-4	5	7	2	104	-3	9	9
O=c1cc(NCCO)c2ccccc2o1	108	9	3	5	-7	101	1	1	0
Cc1ccc2ncnc(Nc3cccc(C(=O)O)c3)c2c1	94	-7	-2	-5	-5	94	1	-2	2
CCCCN(Cc1ccccc1)S(=O)(=O)c1c(N)n(C)c(=O)n(C)c1=O	103	13	-2	4	-9	101	5	15	-1
CCOC(=O)c1cccc(NC(=O)CSc2nnc(C)n2CC2CCCO2)c1 (stereo not given)	101	-11	1	-1	-1	100	2	-9	14
Cc1ccc(OCCc2csc(N)n2)cc1	66	1	5	-15	-15	65	1	3	9
COc1ccccc1CC(NC(C)=O)C(=O)NC1CCN(S(=O)(=O)c2ccccc2)CC1 (stereo not given)	104	-16	x	4	0	101	4	0	-6
Cc1ccc(S(=O)(=O)N[C@@H](Cc2ccccc2)C(=O)N2CCC(C(=O)N[C@@H](CCC(N)=O)C(=O)O)CC2)cc1	99	4	1	1	-12	98	5	12	-4
O=C(CCn1c(=O)oc2ccccc21)N(Cc1ccccc1)c1ccccc1	103	5	0	8	7	110	1	2	-8
O=C1NN=C(c2ccccc2)CC1c1c[nH]c2ccccc12 (stereo not given)	101	-8	-1	-2	9	110	-5	-11	-4
CCSC1=NCCN1C(=O)c1c(-c2ccccc2Cl)noc1C	101	-8	0	0	-5	101	8	15	-24
Cc1nnc2n(-c3ccccc3)c(=O)c3c4c(sc3n12)CCCC4	94	26	5	-7	13	90	0	0	4
COC(=O)c1ccc(N=Cc2c(-c3ccccc3)[nH][nH]c2=O)cc1	103	14	-4	2	-10	103	-1	18	-11
CCCN1C(=O)C(Cc2nc3ccccc3c(=O)n2-c2ccccc2)c2ccccc21 (stereo not given)	94	-24	2	-2	-16	97	3	-17	9
Cn1c(CNC(=O)c2ccc(Cl)cc2)nnc1SCC(=O)Nc1sc2c(c1C#N)CCCC2	115	9	1	5	7	113	6	12	-8
O=S(=O)(c1ccc(Cl)cc1)N1CCN(Cc2c[nH]c3ccccc23)CC1	115	8	2	3	-5	108	-4	-1	-2
O=C(NNS(=O)(=O)c1ccc(F)cc1)c1cnccn1	100	-28	2	-4	5	106	2	21	-4
C/C(=N/NC(=O)c1cc(-c2cccc([N+](=O)[O-])c2)n[nH]1)c1cccc(O)c1	96	2	4	-3	-5	98	-4	20	-7

Brought forward from above: 3 entries, followed by the next part.
SMILES	MEKK2wt PB1 HTS	NALP1 yeast inh	IDE cell inh	MEKK2mut PB1 HTS	PfM18AAP inh	MEKK3 PB1 HTS	IDE cell activ	UBC9 SUMO inh	p-CIP stab down
O=S(=O)(c1ccc(Cl)cc1)N1CCN(Cc2c[nH]c3ccccc23)CC1	115	8	2	3	-5	108	-4	-1	-2
O=C(NNS(=O)(=O)c1ccc(F)cc1)c1cnccn1	100	-28	2	-4	5	106	2	21	-4
C/C(=N/NC(=O)c1cc(-c2cccc([N+](=O)[O-])c2)n[nH]1)c1cccc(O)c1	96	2	4	-3	-5	98	-4	20	-7
CCn1c2ccccc2c2nnc(SCC(=O)c3c(N)n(C)c(=O)n(C)c3=O)nc21	100	10	-12	-1	-7	101	4	14	-3
COC1C(C)=C(C)C(=O)N1Cc1ccccc1 (stereo not given)	107	7	-4	2	-3	107	4	13	1
O=C(CSc1ccc(-c2ccncc2)nn1)c1ccccc1	95	11	-2	-11	8	96	1	13	2
CCOC(=O)c1csc(NC(=O)CSc2nnc(C3CC3)n2C)n1	96	-9	2	2	4	106	4	2	-5
O=C(NC(Cc1ccccc1)C(=O)O)/C(=C/c1cccc([N+](=O)[O-])c1)NC(=O)c1cccc(Br)c1 (stereo not given)	95	-5	-11	4	6	100	-3	-3	-14
CCN1CC=C2C(C#N)=C(N)C(C#N)(C#N)[C@H](c3ccoc3)[C@H]2C1	108	1	0	4	17	104	-3	68*	-29
Cc1ccccc1OCC(=O)Nc1cccc(NC(=O)c2ccco2)c1	95	10	3	1	-4	94	5	22	-2
O=C(c1ccncc1)c1ccc(Br)cc1	101	-8	5	5	5	100	7	-3	7
CCOc1cc(N2CCOCC2)c(OCC)cc1NC(=O)c1nc2nc(C)cc(C)n2n1	x	2	-1	x	x	x	-1	15	-4
O=C(Nc1cccc(-c2nn[nH]n2)c1)c1cccs1	104	14	-2	1	2	100	3	2	-7
CCOP(=O)(OCC)c1nc(-c2ccc(Cl)cc2)oc1NCc1ccccc1	94	-5	4	-11	3	102	1	-14	-1
CSc1nnc2c3cc(C)ccc3n(Cc3ccccc3)c2n1	89	-2	-1	-12	0	87	9	5	11

Arranged by SMILES length (descending): part of the list above.
SMILES	MEKK2wt PB1 HTS	NALP1 yeast inh	IDE cell inh	MEKK2mut PB1 HTS	PfM18AAP inh	MEKK3 PB1 HTS	IDE cell activ	UBC9 SUMO inh	p-CIP stab down
O=C1c2cc(S(=O)(=O)NCCO)ccc2-c2ccc(S(=O)(=O)NCCO)cc21	103	-11	-3	-3	-3	102	1	-2	-2
O=C(O)CSCC(=O)Nc1ccc(C2CCCCC2)cc1	95	x	3	0	4	97	0	-2	2
O=C(c1ccncc1)c1ccc(Br)cc1	101	-8	5	5	5	100	7	-3	7

Additional results
SMILES	MEKK2wt PB1 HTS	NALP1 yeast inh	IDE cell inh	MEKK2mut PB1 HTS	PfM18AAP inh	MEKK3 PB1 HTS	IDE cell activ	UBC9 SUMO inh	p-CIP stab down
Cc1cc(C)nc(NC(=O)/C=C/c2ccccc2Cl)c1	104	40	-11	17	-12	106	-1	-8	-8
CCOC(=O)N1CCN(Cc2ccc(OCC(O)CN3CCCCC3)cc2)CC1 (stereo not given)	106	4	5	5	14	104	2	-10	6
CCc1ccc(-c2cn3nc(C)c(C)nc3n2)cc1	104	4	-2	-1	5	111	7	8	7
O=C(NCC1CCCCC1)c1ccccc1[N+](=O)[O-]	100	-11	0	4	4	96	0	-7	11
CCOP(=O)(OCC)c1ccccc1OCP(C)(=O)COc1ccccc1P(=O)(OCC)OCC	106	-1	1	5	0	107	4	-1	4
CC1(C)CNc2cc(N)ccc2S1	100	5	1	4	3	105	1	20	-1
